GAA850 FXN act = frataxin GAA850 promoter activation; activation, % at 6 µM; 0.56% of 360,000 active; HEK293 lucGAA850 FXN promoter luciferase reporter, 24 h; percent of 10 µM SAHA response;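 active = activation above the average of all compounds screened plus 3 SD, cutoff fixed separately per campaign, cut at about 7.5% in these data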;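 also: 0% = DMSO wells and 100% = 10 µM SAHA wells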
ARFGAP1 inhibitor = rat ARFGAP1 inhibition. Q62848. Arfgap1-stimulated ARF1 GTP hydrolysis, GDP FP detection. inhibition, % at 16.5 µM. 0.26% of 360,000 active. AID 651572;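 active = inhibition above a per-plate limit, mean inhibition of low control wells plus 3 SD, cut at about 25% in these data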;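 also: 0% = DMSO wells with enzyme and 100% = wells lacking Arfgap1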
Target sequence (Q62848 1-136 limits assumed): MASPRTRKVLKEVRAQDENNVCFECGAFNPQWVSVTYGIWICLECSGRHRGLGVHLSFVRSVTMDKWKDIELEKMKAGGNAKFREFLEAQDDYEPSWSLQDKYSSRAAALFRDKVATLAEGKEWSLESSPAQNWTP
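System: truncated rat Arfgap1 GAP domain / Medium: HEPES-based buffer, pH 7.5 / Also added: N-terminally truncated human ARF1-GTP substrate / Incubation: enzyme reaction 120 min at 25 °C after 20 min preincubation / Measured by: FP of antibody-bound GDP Alexa 633 tracer, ex 620/em 688 nm / Replicates: singlicate, each compound tested once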
ASAP1 GAP inh = ASAP1 ArfGAP inhibition; Q9ULH1; ASAP1-stimulated ARF1 GTP hydrolysis, GDP FP detection; inhibition, % at 16.5 µM; 0.19% of 360,000 active; AID 624377; in the data active = inhibition above about 25%;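 also: 0% = vehicle with enzyme and substrate and 100% = no enzyme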
Target sequence (Q9ULH1 325-724 limits assumed): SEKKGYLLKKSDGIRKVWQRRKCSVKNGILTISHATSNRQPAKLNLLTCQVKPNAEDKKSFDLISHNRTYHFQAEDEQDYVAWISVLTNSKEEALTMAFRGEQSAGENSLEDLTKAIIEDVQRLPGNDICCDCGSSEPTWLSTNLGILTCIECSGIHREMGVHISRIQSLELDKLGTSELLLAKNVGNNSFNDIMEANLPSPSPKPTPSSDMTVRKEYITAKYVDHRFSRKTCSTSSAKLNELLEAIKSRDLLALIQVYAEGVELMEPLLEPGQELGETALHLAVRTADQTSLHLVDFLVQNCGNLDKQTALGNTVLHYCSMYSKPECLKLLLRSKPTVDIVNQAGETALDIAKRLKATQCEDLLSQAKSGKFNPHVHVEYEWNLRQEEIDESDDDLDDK
Tn6 DDE FP = disrupts Tn6 cyclic peptide binding to fibrin D-Dimer-E complex; P02675; AID 720509; 0.21% of 370,000 active; Fibrin DD(E) TRITC-Tn6 fluorescence polarization displacement; inhibition, % at 8.3 µM;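 active = inhibition above a per-campaign cutoff: mean of compounds within control limits plus 3 SD, cut at about 15% in these data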;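 also: 0% = median of all compound wells on the plate and 100% = blocking peptide control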
proKLK7 act = proKLK7 (human) activation, primary screen; activation, % at 7 µM; 0.9% of 370,000 active; purified proKLK7, EDANS-DABCYL substrate fluorescence; 100% is mature enzyme control, 0% vehicle; AID 652039;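 active = activation above the mean of all tested compounds plus 3 SD, computed per campaign excluding outliers beyond control limits, cut at about 13% in these data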
HGIII-sPLA2 inh = Inhibits HGIII-sPLA2 liposome hydrolysis, primary screen; Q9NZ20; QFRET BODIPY PC-A2 liposome hydrolysis, fluorescence; inhibition, % at 12.2 µM; 0.56% of 370,000 active;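 active = inhibition above mean plus 3 SD of compounds lying within the high and low control bounds, cut at about 19% in these data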;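 also: 0% = median of test compound wells and 100% = no enzyme DMSO wells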
NPR1 activator = GC-A (human) enzyme activation; P16066; HEK293 GC-A cells, cGMP TR-FRET, EC30 ANP; 0% at EC30 ANP, 100% saturating ANP; activation, % at 10 µM; 0.14% of 370,000 active; in the data active = activation above about 40%
ADAM10 inh = ADAM10 inhibition, QFRET primary screen; O14672; recombinant ADAM10, EDANS/DABCYL FRET peptide cleavage, 3 h; inhibition, % at 7 µM; 0.62% of 370,000 active; AID 720582;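 active = inhibition above a per-campaign cutoff equal to the mean of compounds falling between control-based bounds plus 3 SD, cut at about 20% in these data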;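 also: 0% = DMSO wells while the 100% control is not disclosed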
Target sequence (O14672 214-748 limits assumed): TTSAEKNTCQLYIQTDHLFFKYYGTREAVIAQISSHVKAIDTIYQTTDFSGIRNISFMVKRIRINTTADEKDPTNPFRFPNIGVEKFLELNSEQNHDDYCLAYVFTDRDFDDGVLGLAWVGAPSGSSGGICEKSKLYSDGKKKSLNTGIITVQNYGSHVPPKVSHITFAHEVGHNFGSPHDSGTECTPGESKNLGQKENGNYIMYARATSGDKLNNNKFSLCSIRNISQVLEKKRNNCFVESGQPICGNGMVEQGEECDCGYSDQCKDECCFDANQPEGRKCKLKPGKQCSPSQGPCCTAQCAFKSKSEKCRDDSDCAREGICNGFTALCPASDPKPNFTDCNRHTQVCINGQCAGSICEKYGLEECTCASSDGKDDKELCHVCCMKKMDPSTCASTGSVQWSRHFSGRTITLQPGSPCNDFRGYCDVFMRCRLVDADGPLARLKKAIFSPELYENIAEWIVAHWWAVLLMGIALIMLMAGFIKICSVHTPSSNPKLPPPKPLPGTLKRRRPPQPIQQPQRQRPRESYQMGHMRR
rCAG binder = molecules binding r(CAG) RNA repeats. inhibition, % at 3 µM. r(CAG) RNA repeat, TO-PRO-1 dye displacement fluorescence. AID 651821. 1.3% of 370,000 active;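 active = inhibition above the plate cutoff, the mean of all test compounds on that plate plus 3 SD, cut at about 35% in these data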;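 also: 0% = DMSO alone and 100% = 100 µM mitoxantrone as full dye displacement; higher means more dye released from RNA so lower well fluorescence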
NPR2 activator = GC-B (human) receptor activation; activation, % at 10 µM; P20594; HEK293-GC-B cells, CNP EC30, cGMP TR-FRET; 0% at EC30 CNP, 100% saturating CNP; 0.11% of 370,000 active;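 active = activation at 10 µM reaching about 35% in either raw or pattern-adjusted values, limit read from the data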
An asterisk follows results filed as active; i = inactive; . = not tested or not shown.

| # | mol | NPR2 activator | HGIII-sPLA2 inh | proKLK7 act | ADAM10 inh | rCAG binder | ARFGAP1 inhibitor | NPR1 activator | ASAP1 GAP inh | Tn6 DDE FP | GAA850 FXN act |
| --- | --- | --- | --- | --- | --- | --- | --- | --- | --- | --- | --- |
| 1 | COc1ccccc1Cn1c(=S)[nH]c2cc(C(=O)NCc3cccnc3)ccc2c1=O | -4 | 7 | 0.4 | -5 | 11 | 4 | 9 | 11 | -4 | 2.6 |
| 2 | COc1ccc(C(C)(C)C)cc1NC(=O)c1ccc2ncsc2c1 | -4 | -3 | -1.1 | 10 | 6 | -5 | -14 | 14 | 3 | -0.5 |
| 3 | Cc1ccc(NC2CCCN(C(=O)c3ccccc3N3CCOCC3)C2)cc1C (stereo not given) | -4 | 7 | 0.1 | -1 | -5 | -5 | 1 | -6 | 4 | -1.0 |
| 4 | COCCCNC(CC(=O)Nc1cc(C)cc(C)c1)C(=O)O (stereo not given) | 10 | -6 | 0.1 | 0 | 2 | -12 | -1 | -5 | 8 | 1.6 |
| 5 | C/C(=N/NS(=O)(=O)c1ccccc1)c1ccc(Cl)cc1 | -3 | 7 | -0.3 | -6 | 2 | 21 | -2 | -18 | 5 | 0.9 |
| 6 | O=C(CN1C2=NCCCN2c2ccccc21)c1ccc([N+](=O)[O-])cc1 | -5 | -16 | -0.8 | 8 | 7 | 14 | -2 | 6 | 6 | -0.3 |
| 7 | Cn1c(CCN2CCN(c3ccccn3)CC2)nc2cc(NC(=O)COc3ccc([N+](=O)[O-])cc3)ccc21 | -5 | 7 | 0.2 | -1 | -3 | 8 | 3 | 7 | -7 | 0.0 |
| 8 | CCC(NC(=O)c1cc(COc2ccc(OC)cc2Cl)on1)c1ccncc1 (stereo not given) | 4 | -12 | -0.7 | -1 | -2 | -7 | 3 | -9 | -7 | 1.6 |
| 9 | COc1ccc(C(C)NC(=S)NCc2ccc(F)cc2)cc1 (stereo not given) | 0 | 1 | 0.3 | -5 | -3 | -11 | 1 | 3 | 9 | -0.1 |
| 10 | COc1ccc(OC)c(C(c2nnnn2C2CCCC2)N2CCN(c3ccccc3F)CC2)c1 (stereo not given) | -6 | -1 | 0.2 | 8 | -1 | 1 | -5 | -11 | 2 | 3.6 |
| 11 | CCCc1ccc(OCCNC(C)=O)cc1 | 1 | 2 | 0.4 | -3 | -1 | 5 | 1 | -5 | 0 | 0.4 |
| 12 | CC(C)(C)N1C(=O)[C@H]2[C@@H](c3ccc(Br)cc3)N3C(=O)N(c4ccccc4)C(=O)[C@@]3(Cc3ccccc3)[C@H]2C1=O | -8 | -5 | 0.4 | 2 | 1 | 8 | -1 | 4 | -3 | 9.9* |
| 13 | CCn1nnnc1SCC(=O)Nc1nc2ccc(OC)cc2s1 | -3 | -10 | -0.1 | 1 | 9 | -1 | 2 | 2 | -11 | 2.4 |
| 14 | COc1ccc(C=C(C(=O)O)c2ccc(OC)cc2)cc1 | 5 | 4 | 0.1 | -8 | 2 | -5 | 1 | -7 | 8 | 1.6 |
| 15 | COc1cccc(/C=N/n2c(N)c(S(=O)(=O)c3cccs3)c3nc4ccccc4nc32)c1OC | 8 | 0 | -0.8 | 4 | 12 | 4 | 2 | -6 | -4 | 1.0 |
| 16 | C/C=C(\C)C(=O)Nc1cccc(C2=NOC3(C2)C[C@H](C(N)=O)N(C(=O)C(c2ccccc2)c2ccccc2)C3)c1 (stereo not given in full) | 9 | -26 | 0.1 | 0 | 4 | -5 | 2 | 12 | -1 | -1.3 |
| 17 | COc1cc(OC)cc(C(=O)Nc2nnc(SCC(=O)NCC3CCCO3)s2)c1 (stereo not given) | 0 | 3 | -0.7 | 10 | -1 | 13 | 1 | -4 | -5 | 1.1 |
| 18 | COc1cc(/C=C/C(=O)O)cc(S(=O)(=O)Nc2ccc3nc(C)sc3c2)c1OC | -2 | -8 | 0.7 | -5 | 18 | 5 | -3 | -9 | 7 | 2.6 |
| 19 | Cn1c(=O)c2cc(NC(=O)NCCc3ccccc3)ccc2n1Cc1ccccc1 | -4 | 1 | 7.5 | i | 4 | -2 | -2 | -12 | 1 | -0.9 |
| 20 | CC(=O)NC(Cc1ccc(F)c(F)c1)C(=O)NC1CCN(c2nnnn2-c2ccccc2)CC1 (stereo not given) | 3 | 0 | -0.5 | -5 | -8 | -6 | 4 | 14 | 1 | -0.6 |
| 21 | COc1ccc(C(=O)CSc2nc3ccccc3n2CC(=O)NC(C)(C)C)cc1 | 4 | -23 | -0.5 | 5 | -2 | 1 | 1 | -7 | -7 | -2.3 |
| 22 | CC(=O)c1ccc(N2CCN(C(=O)COc3ccc4c(c3)CCC4)CC2)cc1 | -10 | -10 | 0.2 | -16 | -2 | -7 | -2 | 8 | -1 | 1.4 |
| 23 | Cc1ccc(C(=O)Oc2oc(-c3ccccc3)nc2C=Nc2ccc(N(C)C)cc2)cc1 | -6 | 14 | 0.3 | -15 | 2 | -5 | -10 | -16 | 1 | 2.6 |
| 24 | CCN1CCN(C(c2ccccc2)c2nnnn2Cc2ccc(OC)cc2)CC1 (stereo not given) | -2 | 2 | -0.5 | -5 | -6 | 3 | -3 | 2 | -2 | 0.0 |
| 25 | COc1ccc2[nH]cc(/C=N/NS(=O)(=O)c3ccc(C)cc3)c2c1 | -6 | -22 | 0.0 | 12 | 14 | 11 | -2 | 4 | -3 | -1.9 |
| 26 | COC(=O)c1ccc(CSc2nnnn2Cc2ccccc2)cc1 | -5 | -14 | 0.0 | 7 | -2 | -12 | -6 | 17 | -10 | 4.4 |
| 27 | Cc1nn(C)c(C)c1NC(=O)c1ccnn1C | 0 | 14 | -0.9 | 5 | -1 | 5 | 1 | -6 | -1 | 0.6 |
| 28 | O=[N+]([O-])c1ccc2[nH]c(O)c(N=NC(=S)Nc3cccnc3)c2c1 | -4 | 1 | 0.3 | 3 | 22 | -1 | -4 | -18 | -1 | 0.8 |
| 29 | O=C(/C=C/c1ccccc1)OCc1cnc(Cl)s1 | 0 | -1 | -0.3 | -1 | -6 | 13 | 4 | -1 | -2 | -1.5 |
| 30 | C/C(=N\NC(=O)c1ccccc1[N+](=O)[O-])c1ccc(Br)s1 | -3 | -2 | 0.2 | -5 | 3 | 4 | -5 | 4 | -5 | 0.3 |
| 31 | Cc1ccc(-n2c(=O)c3ccc(C(=O)NCc4ccco4)cc3n(Cc3ccccc3C#N)c2=O)cc1 | 1 | 4 | -0.2 | 2 | 4 | -2 | 1 | 0 | 3 | 0.7 |
| 32 | COc1ccc(OC)c(/C=N/NC(=O)c2ccc(=O)[nH]n2)c1 | -7 | -11 | 16* | -9 | -1 | 4 | -1 | 2 | -5 | 1.6 |
| 33 | CCCNc1c(NS(=O)(=O)c2ccc(C)cc2C)c(=O)oc2ccccc12 | 0 | -10 | -0.5 | -3 | 2 | 10 | -4 | -3 | -5 | -2.9 |
| 34 | COc1ccccc1-c1nc2n(n1)C(c1cccs1)C(C(=O)Nc1cccnc1)=C(C)N2 (stereo not given) | -4 | -4 | 0.0 | -8 | -1 | 1 | 1 | 9 | 2 | -0.3 |
| 35 | O=C(Nc1nnc(-c2ccc(Cl)cc2)o1)C1CCCCC1 | -4 | 2 | -0.1 | 2 | 4 | 3 | -4 | 10 | -7 | -0.1 |
| 36 | Cc1cc(C)c(S(=O)(=O)N2CCOC2CNC(=O)C(=O)NCc2cccnc2)c(C)c1 (stereo not given) | 4 | -3 | 0.3 | 4 | 4 | 1 | 5 | 3 | -3 | 3.3 |
| 37 | C=CCN1C(=O)c2ccc(C(=O)OCC(=O)N(CC)c3c(N)n(Cc4ccccc4)c(=O)[nH]c3=O)cc2C1=O | 2 | 5 | -0.5 | -85 | 2 | 11 | 4 | -2 | -1 | 0.7 |
| 38 | O=C(CSc1nc2ccccc2c(=O)n1-c1ccc(F)cc1)Nc1ccc2c(c1)CCC2 | -6 | -2 | -0.2 | 0 | 5 | -3 | -1 | -5 | -3 | -2.5 |
| 39 | CC(C)(C)CC(C)(C)c1ccc(OCC(=O)N/N=C/c2ccc(S(=O)(=O)O)o2)cc1 | 5 | -11 | 0.4 | -5 | 6 | -9 | 1 | -8 | 1 | 0.4 |
| 40 | Cc1ccccc1S(=O)(=O)NC(=O)C1(C)CCN1C(=O)CC(c1ccccc1)c1ccccc1 (stereo not given) | -4 | -6 | -0.2 | -10 | 47* | -19 | 2 | -10 | 5 | 1.7 |
| 41 | Cn1c2ccccc2c(=O)c2c(=O)n(Cc3cccc4ccccc34)cnc21 | 7 | 2 | 0.2 | 4 | 12 | . | 5 | . | -3 | . |
| 42 | Cc1cc(CNC(=O)c2cccc(OC3CCN(S(=O)(=O)N(C)C)CC3)c2)on1 | 2 | -6 | -0.6 | -3 | -3 | -4 | 1 | -2 | -9 | 1.8 |
| 43 | COc1ccc(-c2cc3ncc(-c4ccccc4)c(N)n3n2)cc1 | -1 | 1 | -0.4 | 7 | 2 | 15 | 2 | 9 | 7 | 0.7 |
| 44 | CCCCN1CC(O)=C(c2nc(-c3ccc(Cl)cc3)cs2)C1=N | 1 | 1 | 0.9 | 6 | 5 | 7 | -4 | -4 | -2 | 0.3 |
| 45 | COC(=O)C1=C(C)NC(=O)/C1=C\c1cc(C)n(-c2cccc(C)c2)c1C | -2 | -6 | 2.1 | -9 | 23 | 9 | 1 | 5 | 7 | 0.5 |
| 46 | CC1(C(=O)NS(=O)(=O)c2ccc3c(c2)CCO3)CCN1C(=O)c1ccccc1CCc1ccccc1 (stereo not given) | -1 | -14 | 0.2 | 2 | 42* | -5 | 2 | 0 | -2 | -0.2 |
| 47 | Cc1ccc(CNC(=O)CN(C)S(=O)(=O)c2cccc3cccnc23)cc1 | -3 | -2 | -0.3 | -6 | 0 | 12 | 2 | 9 | 2 | -1.3 |
| 48 | COC(=O)C1=CN(c2ccc(Cl)cc2)C=C(C(=O)OC)C1c1ccc([N+](=O)[O-])cc1 | -6 | 4 | -0.8 | -4 | 2 | -3 | -6 | 5 | -4 | 0.3 |
| 49 | Cc1occc1-c1nnc(SCC(=O)Nc2c(F)cccc2F)n1C | 2 | 11 | -0.5 | -14 | -3 | 11 | -2 | -8 | 4 | -1.2 |
| 50 | COCCn1c(C)cc(/C=C(\C#N)C(=O)OCC(=O)Nc2ccc(S(N)(=O)=O)cc2)c1C | -5 | -9 | 14* | -19 | 17 | 6 | -1 | 18 | -5 | 2.0 |
| 51 | C[C@@H](Nc1nc(-c2ccccc2)nc2c1oc1ccccc12)C(=O)O | -5 | 4 | -0.6 | -2 | 19 | 6 | -3 | -2 | -2 | -0.2 |
| 52 | CCc1ccc(N2CC(C(=O)N3CCCCCC3)CC2=O)cc1 (stereo not given) | 2 | 8 | -0.5 | -5 | -3 | 12 | 2 | -10 | -2 | 1.5 |
| 53 | CCn1nc(CC(C)C)cc1C(=O)N1CCCC(Nc2ccc(F)cc2)C1 (stereo not given) | 3 | 5 | -0.2 | -7 | -8 | 6 | -1 | -1 | 1 | 1.1 |
| 54 | CCC(C)(C)C(=O)Nc1cc([N+](=O)[O-])ccc1Cl | 0 | 0 | -0.3 | 0 | 4 | -3 | 4 | -5 | 5 | -1.3 |
| 55 | CNCCCC1c2ccccc2C=Cc2ccccc21 | -21 | -9 | -0.2 | -3 | 13 | -6 | -28 | 1 | -7 | -0.2 |
| 56 | COc1ccc(-c2nnc(SCc3nc4ccccc4c(=O)[nH]3)o2)cc1 | -10 | -3 | 0.6 | -2 | 2 | 9 | -22 | -2 | -6 | -1.2 |

High-throughput results from PubChem.
